# NCI-60 one-dose screen, 48 h, at 10 µM unless noted. Numbers give growth in % (100 = growth as untreated, 0 = no growth, -100 = all killed).
# NCI/ADR-RES: NCI/ADR-RES ovarian cells; actives 4.4% (n = 81,000); AID 1794790
# COLO 205: COLO 205 colon cancer; AID 1794742; actives 7.3% (n = 79,000)
# NCI-H226: NCI-H226 lung cancer. actives 3.5% (n = 79,000)
# NCI-H522: NCI-H522 lung cancer; actives 8% (n = 78,000)
# HCT-116: HCT-116 colon cancer. actives 7.3% (n = 82,000)
# NCI-H322M: NCI-H322M lung cancer. actives 2.7% (n = 80,000)
# NCI-H460: NCI-H460 lung cancer. actives 6.8% (n = 82,000). AID 1794736
# HCT-15: HCT-15 colon cancer; actives 5.2% (n = 82,000)
# HT29: HT29 colon cancer; actives 7.4% (n = 81,000)
# Numbers without * were called inactive; nt = not tested or not shown; & = joins results of further samples; [ ] = another dose, or the depositor's remark. The calls were made as follows: active = growth percent below 10; inactive = the rest.
SMILES,NCI/ADR-RES,COLO 205,NCI-H226,NCI-H522,HCT-116,NCI-H322M,NCI-H460,HCT-15,HT29
C=CCNC(=S)N/C=C(\c1ccccc1)S(=O)Cc1ccccc1 (stereo not drawn),99,104,106,72,95,104,106,94,87
CC(=O)c1c(C)nc(SCC(=O)Nc2ccccc2)n1-c1ccc(Cl)cc1,100,112,100,81,89,98,95,95,91
CC(C)C(=O)Nc1ccc(-c2nc(-c3cccc(OCCN4CCOCC4)c3)c(-c3ccnc(Br)c3)[nH]2)cc1,92,43,76,69,45,68,64,20,17
CC1(C)CCCC(C)(C)N1c1ncnc2sc3c(c12)CCN(Cc1ccccc1)C3,83,108,94,88,113,96,104,97,105
O=S(=O)(O)SCc1ccccc1,105,110,102,89,93,99,115,104,100
CNC(=O)c1[nH]cc(-c2ccccc2)c1-c1cc(OC)c(OC)c(OC)c1,99,130,92,96,96,100,103,103,109
O=C1NC(=C(Cl)Cl)/C(=N/S(=O)(=O)N2CCNCC2)N1,95,111,108,94,106,98,101,97,104
CS(=O)(=O)c1ccc(-n2nc(C(=O)N3CCC(Cc4ccccc4)CC3)cc2-c2ccccc2)cc1,82,103,79,63,76,104,87,84,80
CCCCN(CCO)Cc1cc(Nc2c3ccccc3nc3ccccc23)ccc1O,80,68,91,88,42,76,69,53,33
CCOP(C)(=O)/C(Cc1ccc(OC)c(OC)c1)=N\O (stereo not drawn),96,112,96,102,103,91,105,104,106
COc1ccc(C(=O)c2cc(F)c(F)c(OC)c2F)c(OC(=O)CCl)c1OC(=O)CCl,70,110,107,59,67,94,71,66,95
CCOC(=O)C(Cc1ccccc1)n1c(O)c(C=N)sc1=S (stereo not drawn),85,98,78,67,90,88,98,95,92

# Overlap with the part before: 2 entries; new compounds follow.
SMILES,NCI/ADR-RES,COLO 205,NCI-H226,NCI-H522,HCT-116,NCI-H322M,NCI-H460,HCT-15,HT29
COc1ccc(C(=O)c2cc(F)c(F)c(OC)c2F)c(OC(=O)CCl)c1OC(=O)CCl,70,110,107,59,67,94,71,66,95
CCOC(=O)C(Cc1ccccc1)n1c(O)c(C=N)sc1=S (stereo not drawn),85,98,78,67,90,88,98,95,92
Cn1c(-c2ccccc2)c(C(C[N+](=O)[O-])c2ccco2)c2ccccc21 (stereo not drawn),78[9.25 µM],110[9.25 µM],91[9.25 µM],71[9.25 µM],68[9.25 µM],87[9.25 µM],87[9.25 µM],76[9.25 µM],86[9.25 µM]
COc1cc(NCC(=O)Nc2cc(Nc3ccccc3)ncn2)c(Cl)c(OC)c1Cl,100,97,98,84,86,88,85,91,91
CC(O)CNC(Cc1ccccc1)c1ccccc1 (stereo not drawn),100,92,104,47,87,100,107,102,73
CC(OC(=O)Nc1ccccc1)C(=O)OC1CCCCC1 (stereo not drawn),96&104,125&106,91&100,85,93&107,98&106,101&112,98&102,104&96
S=C(NCc1ccccc1)N1CCC(CCCC2CCN(C(=S)NCc3ccccc3)CC2)CC1,99,110,91,80,85,118,106,100,96
N#CCC(=O)NCc1nc2ccccc2[nH]1,100,109,88,96,91,98,96,101,112
O=C1Nc2ccc(Cl)cc2/C1=C/c1cccc(OCc2ccccc2)c1,8.3*,46,17,36,17,45,13,22,31
Cc1nc(C(N)=O)nc2ccccc12,113,102,89,101,77,105,110,117,114
COc1ccc(-c2nc(-c3ccccc3)c(-c3ccccc3)[nH]2)cc1OC1CCCC1,79,86,89,36,74,66,61,20,36
CS(=O)(=O)OCC(COS(C)(=O)=O)C(c1ccccc1)c1ccccc1,99,124,103,95,96,98,110,108,100
COc1ccc(Oc2nc(Nc3ccc(N4CCCCC4)nc3)ncc2NC(=O)c2cc(OC)cc(OC)c2)cc1,26,nt,60,27,19,49,19,18,14
COc1cc(-c2ccc3ncnc(NCc4ccccc4)c3c2)cnc1OC,68,88,68,nt,78,26,69,68,64
CC1(C)N=C(N)N=C(N)N1c1ccc(S(=O)(=O)Nc2ccccn2)cc1,105,108,104,95,104,103,104,100,104
Clc1cccc(Cl)c1/C=C/c1cc(/C=C/c2c(Cl)cccc2Cl)[nH]n1,4.0*,18,31,-9.3*,15,38,11,28,11
C#CCNC(=O)[C@]1(C)CCC[C@]2(C)[C@H]3C[C@H]4C(C(C)C)=C[C@]3(CC[C@H]21)[C@@H]1C(=O)CCC(=O)[C@@H]14,94,107,97,64,80,108,105,99,72
Oc1[nH]c2ccccc2c1N=Nc1n[nH]c(=S)n1/N=C/c1cc(-c2ccccc2)cs1,112,103,93,nt,95,103,107,113,71
C[n+]1cccc(C(=O)NN)c1,108,103,100,88,103,102,107,106,98
CC(=O)c1ccc(N=NN(C)C)cc1,104,100,101,nt,113,100,103,103,103
CC1Cc2c(Cl)ncnc2N2CCc3cccc1c32 (stereo not drawn),115,116,107,87,101,95,102,102,92
CC1(C)OCC(C2OC2C2COC(C)(C)O2)O1 (stereo not drawn),105,nt,100,89,97,101,108,97,93
CC(C)C[C@H](C(=O)N[C@@H](C)C(N)=O)N1CC=CCN(O)S1(=O)=O,105[5 µM],105[5 µM],nt,92[5 µM],109[5 µM],135[5 µM],112[5 µM],102[5 µM],93[5 µM]
C#Cc1cccc(Oc2ccccc2NC(=O)C=C)c1,100[8.25 µM],139[8.25 µM],102[8.25 µM],83[8.25 µM],95[8.25 µM],98[8.25 µM],102[8.25 µM],100[8.25 µM],126[8.25 µM]
CSc1ncnc2[nH]ccc12,107,112,101,96,99,118,111,93,100
O=C1NCC(c2cc3ccc4ccccc4c3[nH]c2=O)Nc2ccccc21 (stereo not drawn),99,108,103,90,44,111,82,102,95
C=CCn1cc(-c2nc3ccccc3s2)c2cc(-c3ccc4c5c(cccc35)C(=O)N(CCN(C)C)C4=O)ccc21,106,108,100,93,97,105,102,96,105
C[C@H](CCC(=O)O)[C@H]1CC[C@H]2[C@@H]3[C@H](O)C[C@@H]4C[C@H](O)CC[C@]4(C)[C@H]3C[C@H](O)[C@]12C,92,136,102,nt,91,132,116,107,111
COc1ccc(NC(=O)Cn2c(/C=C/c3ccc4c(c3)OCO4)nc3ccccc3c2=O)cc1,76,102,72,81,79,96,100,87,103
CSc1c(-c2nc3ccccc3s2)c(N)nc2c(C(=O)Nc3ccc(Cl)cc3)c(Nc3ccccc3)nn12,106,121,114,95,107,101,104,101,106
Oc1ccc2ccc(O)cc2c1,102,103,90,99,94,95,99,94,101
Cn1c(SCC(=O)Nc2ccc([N+](=O)[O-])cc2)nc2ccccc2c1=O,79,118,79,69,88,92,92,89,108
N#C/C(=C/c1cccc([N+](=O)[O-])c1)C(N)=O,127,101,103,106,99,111,97,103,105
CCc1cc(O)c([N+](=O)[O-])cc1[N+](=O)[O-],106,105,106,109,103,93,106,110,114
O=C1Nc2ccc(C(=O)O)cc2/C1=N/c1n[nH]c(=S)s1,85,110,119,65,80,104,97,86,95
CCC(C)N(C)c1ccc(N(C)C(C)CC)cc1 (stereo not drawn),102,100,107,92,99,141,115,111,109
CCN(CC)CCOc1ccc(/C=N/Nc2nc3c([nH]2)c(=O)n(C)c(=O)n3C)cc1,106&118,111&112,101&102,93&85,103&98,94&109,105&109,103&97,91&100
O=C1/C(=C/c2cccc3cnccc23)Cc2cc(F)ccc21,91,82,74,78,81,94,96,87,95
O=C(Nc1nc(-c2ccc(Br)cc2)cs1)c1cc(-c2ccc(Cl)cc2)nc2ccccc12,86,71,70,32,65,87,67,60,52
COc1ccc2[nH]c(=O)cc(-n3ncc(C#N)c3N)c2c1,110,nt,nt,94,87,109,106,105,109
CCOC(=O)CC(=O)c1ccc(OC)cc1,106,115,109,94,103,101,111,109,103
O=C(Nc1ccc(Cl)cc1)c1cc2cc(F)ccc2cc1O,4.6*,69,7.2*,-0.9*,12,19,7.1*,13,72
CCCCN(CCCC)CCCCCCCCC(O)c1cc2ccccc2c2ccccc12 (stereo not drawn),55,44,80,39,23,85,54,35,33
COc1ccc(C(O)c2cc3c(N)c(C(=O)Nc4ccc(Br)cc4)sc3nc2C)cc1 (stereo not drawn),19,11,42,6.9*,21,39,6.2*,18,-34*
COCCCNc1nc(NC(=O)c2ccc(F)cc2C)cc(-c2cccnc2)n1,94,111,89,79,101,102,102,109,105
COc1ccc(N=C2NN=C(c3ccc(F)cc3)CS2)cc1OC,98,99,79,89,96,96,107,96,100
COc1cc(OC)c(S(N)(=O)=O)cc1C(=O)/C=C/c1ccc2c(c1)OCO2,95,121,94,89,85,96,93,66,107
CCOc1ccc(-n2nc(C(=O)Nc3ccc(F)c(F)c3F)nc2-c2cc(OC)c(OC)c(OC)c2)cc1,89,90,91,71,73,70,104,64,88
CC(=O)CC(=O)Nc1nc(C)cs1,101,nt,100,96,58,102,104,116,120
Cc1cc(=O)n2nc(SCc3nnc4n(Cc5ccccc5)c(=O)c5c6c(sc5n34)CCCC6)sc2n1,104,85,92,76,94,103,88,96,103

# Complete entries, looked up by structure. Order of screens: NCI/ADR-RES, COLO 205, NCI-H226, NCI-H522, HCT-116, NCI-H322M, NCI-H460, HCT-15, HT29
# CCOc1ccc(-n2nc(C(=O)Nc3ccc(F)c(F)c3F)nc2-c2cc(OC)c(OC)c(OC)c2)cc1 in the list: 89, 90, 91, 71, 73, 70, 104, 64, 88
# COc1ccc(C(O)c2cc3c(N)c(C(=O)Nc4ccc(Br)cc4)sc3nc2C)cc1 (stereo not drawn) in the list: 19, 11, 42, 6.9*, 21, 39, 6.2*, 18, -34*
# O=C(Nc1ccc(Cl)cc1)c1cc2cc(F)ccc2cc1O in the list: 4.6*, 69, 7.2*, -0.9*, 12, 19, 7.1*, 13, 72

# New compounds follow
SMILES,NCI/ADR-RES,COLO 205,NCI-H226,NCI-H522,HCT-116,NCI-H322M,NCI-H460,HCT-15,HT29
COC(=O)CNC(=O)COc1c(OC)c(OC)cc2oc(-c3cccc(C(=O)Nc4ccc(Cl)cc4)c3)cc(=O)c12,47,31,-51*,65,44,77,13,68,58
COc1ccc([C@H]2[C@H](C(=O)Nc3cccc(C)n3)c3ccccc3C(=O)N2c2ccccc2)cc1,89,68,97,56,42,101,90,78,58
O=C1c2ccccc2C(=O)N1CN1CCN(c2cc(=O)[nH]c3ccc(F)cc23)CC1,103,115,102,98,100,94,104,102,110
CCCC(CCC)NCC(C)O (stereo not drawn),108,108,104,102,94,99,106,105,92
CCCCN(CCCC)CC(O)c1ccc(F)c2ccccc12 (stereo not drawn),87,79,73,72,44,85,71,69,31
N#Cc1nn(-c2ccccc2)nc1N1CCCCC1,111,113,98,93,100,106,106,103,99
CC/C(Cc1ccccc1)=C(\c1ccc(OCCN2CCCC2)cc1)c1ccc(OC(C)=O)cc1,76,7.7*,93,83,79,86,43,60,24
N#Cc1c2c(c(N)[nH]c1=O)C(=O)NC2(O)c1ccccc1 (stereo not drawn),105,107,99,85,104,103,118,106,97
C=CCNc1nnc2n(Cc3ccccc3)c(=O)c3c4c(sc3n12)CCCC4,74,84,82,46,34,89,53,43,56
CCc1ccccc1NC(=O)C1CCN(S(=O)(=O)c2cc([N+](=O)[O-])ccc2Cl)CC1,102,136,95,59,91,106,112,98,119
CCC(C)c1ccccn1 (stereo not drawn),109,120,91,92,104,107,103,97,96
CC(C)(C)OC(=O)NC1CCN(c2ccc3nnc(Cl)n3n2)CC1,101,108,95,96,109,101,109,106,112

# Pulled by compound from above (four):
SMILES,NCI/ADR-RES,COLO 205,NCI-H226,NCI-H522,HCT-116,NCI-H322M,NCI-H460,HCT-15,HT29
N#Cc1nn(-c2ccccc2)nc1N1CCCCC1,111,113,98,93,100,106,106,103,99
N#Cc1c2c(c(N)[nH]c1=O)C(=O)NC2(O)c1ccccc1 (stereo not drawn),105,107,99,85,104,103,118,106,97
CC/C(Cc1ccccc1)=C(\c1ccc(OCCN2CCCC2)cc1)c1ccc(OC(C)=O)cc1,76,7.7*,93,83,79,86,43,60,24
CCc1ccccc1NC(=O)C1CCN(S(=O)(=O)c2cc([N+](=O)[O-])ccc2Cl)CC1,102,136,95,59,91,106,112,98,119

# Next part:
SMILES,NCI/ADR-RES,COLO 205,NCI-H226,NCI-H522,HCT-116,NCI-H322M,NCI-H460,HCT-15,HT29
CCC(CCOc1ccccc1)(C(=O)O)C(=O)O,108,nt,107,96,103,99,112,104,95
N#Cc1ccc(-c2ccc3c(c2)NC(=O)/C3=C\c2ccc[nH]2)cc1,100,94,58,82,104,70,76,58,103
COC(=O)c1cc([N+](=O)[O-])c(C)c(C)n1,nt,114,97,102,104,99,102,93,114
COc1cc2cc3c(=O)n4c(cc5ccncc54)c(=O)n3c2cn1,107,112,nt,95,104,93,109,103,104
N#Cc1cn(Cc2ccco2)c(=O)[nH]c1=O,104,109,104,94,101,115,99,102,106
C=C(C)C(=O)OCC(O)C[N+](C)(C)C (stereo not drawn),105,108,100,97,94,102,100,94,98
Cc1ccc(-c2cc(-c3nnc(SC/C(=N/O)c4ccccc4)o3)c3ccccc3n2)cc1,94,99,103,82,89,98,91,99,79
O=C1c2ccccc2C(=O)c2c1ccc(C(Br)Br)c2[N+](=O)[O-],50,70,-1.9*,64,-64*,nt,75,38,46
O=C(O)c1ccc(-n2cc(CNc3ccc(Cl)c(Cl)c3)c(-c3ccc(F)cc3)n2)cc1,96,121,102,92,83,101,100,69,106
Cc1ccc(/C=N/NC(=O)Nc2[nH]c3ccc(S(N)(=O)=O)cc3c2-c2ccccc2)cc1,103,100,nt,94,96,106,99,105,109
COC(=O)CCCCCCCCCCC(=O)c1ccccc1,117,122,97,100,108,100,108,96,106
CCOc1cccc(N)c1,105,nt,108,nt,101,103,nt,111,110
Cc1c2ccncc2c(C)c2c1c1cc(CO)ccc1n2C,4.6*,-39*,-49*,21,-23*,3.2*,-35*,4.0*,-21*
COc1cc(OC)c(C(=O)/C=C/c2cc3c(cc2OCc2ccccc2)OC(C)(C)CC3)cc1CC=C(C)C,52,85,43,65,29,80,79,40,58
O=C(CSc1nnc(-c2cccs2)n1CC1CCCO1)NN1C(=O)NC2(CCCCC2)C1=O (stereo not drawn),105,135,88,110,91,114,131,111,110
O=C(O)CCC(=O)c1ccc2ccccc2c1,105,121,105,nt,97,135,112,114,109

# Source: PubChem BioAssay
